Screening results: PubChem, National Center for Advancing Translational Sciences (NCATS)
CHX counter = counter-screen hit for Shiga toxin inhibitors, cycloheximide; cell reporter, cycloheximide protein synthesis inhibition counterscreen; max response, %; actives 12% (n = 300,000); in the data active = max response mostly above about 13%, no sharp cut-off; inactive = mostly below about 14%; also: read at 38.3 µM for the half of the compounds with a filed dose; 0% is about no effect
HCMV antiviral = inhibitors of human cytomegalovirus; actives 4.5% (n = 410,000); activity change, negative = inhibition, % at 57.5 µM; HFF cells, HCMV-luciferase reporter, 72 h; hits give low values; in the data active = activity change below about -60%; inconclusive = no clear call, values can overlap the other calls; inactive = above about -39%; also: % is scaled to controls: 0 for no effect and ±100 for the full control effect
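Compounds were evaluated in HFFs infected with an HCMV luciferase reporter virus (MOI 1 PFU/cell). Luciferase in lysates collected 72 h post infection served as the replication measure.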
Giardia FBPA inh = blocks Giardia fructose-bisphosphate aldolase activity; A8B2U2; purified Giardia FBPA; Potency, µM (titrated, usually from 59.6 µM), for inactives: at the highest dose activity, negative = inhibition, usual class: inhibitors; actives 0.71% (n = 290,000); AID 2451; also: potency is read from the fitted curve at half-maximal effect; % is scaled to controls: 0 for no effect and ±100 for the full control effect; nearly all actives have a fitted effect of over 55% in size
Target sequence (A8B2U2 whole entry, looked up): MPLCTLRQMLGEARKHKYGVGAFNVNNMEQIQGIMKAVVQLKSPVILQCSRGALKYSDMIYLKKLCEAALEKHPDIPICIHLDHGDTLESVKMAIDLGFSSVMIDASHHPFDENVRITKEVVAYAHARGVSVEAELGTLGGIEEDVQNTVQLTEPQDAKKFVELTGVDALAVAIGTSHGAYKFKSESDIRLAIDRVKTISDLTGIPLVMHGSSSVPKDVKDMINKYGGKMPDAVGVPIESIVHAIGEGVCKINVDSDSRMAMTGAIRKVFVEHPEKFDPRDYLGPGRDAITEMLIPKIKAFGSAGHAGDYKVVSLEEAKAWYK
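40 nM FBPA preincubated 10 min at RT with compound (up to 57.5 uM final), then substrate plus GAPDH/TPI/NAD/arsenate coupling and diaphorase/resazurin added. Fluorescence read after 20 min at RT, 525/598 nm.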
AmpC inh no detg = blocks E. coli AmpC beta-lactamase in detergent-free assay; actives 0.52% (n = 330,000); Potency, µM (series often up to 57.1 µM), for inactives: at the top dose activity change, negative = inhibition, hits mostly inhibitors; AmpC nitrocefin hydrolysis, absorbance 480 nm, 0.0001% Triton; P00811;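 also: potency is read from the fitted curve at half-maximal effect; plate controls were no compound for no effect and no enzyme for full effect; nearly all actives have a fitted effect of over 20% in size; some results filed as inactive show a strong effect at the top dose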
Target sequence (P00811 whole entry, looked up): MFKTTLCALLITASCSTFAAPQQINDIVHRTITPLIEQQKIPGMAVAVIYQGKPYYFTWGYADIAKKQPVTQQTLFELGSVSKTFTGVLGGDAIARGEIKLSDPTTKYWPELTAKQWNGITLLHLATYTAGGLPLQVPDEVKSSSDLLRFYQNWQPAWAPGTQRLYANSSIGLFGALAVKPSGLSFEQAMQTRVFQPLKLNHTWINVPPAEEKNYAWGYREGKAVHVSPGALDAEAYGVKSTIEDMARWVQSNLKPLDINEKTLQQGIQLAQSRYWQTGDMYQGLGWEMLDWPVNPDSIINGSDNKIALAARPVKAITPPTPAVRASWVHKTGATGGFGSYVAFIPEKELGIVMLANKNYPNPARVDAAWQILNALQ
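AmpC (5.3 nM in the dispensed reagent) in 20 mM phosphate pH 7.0 with 0.01% (detergent screen) or 0.0001% Triton X-100 was preincubated with compounds for 15 min at room temperature. Nitrocefin was then added from an 800 uM solution, and hydrolysis was followed at 480 nm.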
AMA1 RON2 block = disrupts binding of P. falciparum AMA1 to RON2 | AlphaScreen AMA1-biotinylated RON2 peptide binding | Potency, µM (top dose mostly 58.2 µM), for the others: top-dose activity change, negative = inhibition, actives largely listed as inhibitors | actives 0.2% (n = 360,000);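 also: potency is read from the fitted curve at half-maximal effect; 0% = vehicle wells and -100% = peptide control; nearly all actives have a fitted effect of over 45% in size; some results filed as inactive show a strong effect at the top dose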
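AMA1 (3D7) with his tag at 25 nM final met compounds first, then biotinylated RON2 peptide at 25 nM; detection used donor plus acceptor beads, 10 µg/mL apiece, read by AlphaScreen after 30 min at room temperature.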
AmpC detergent = inhibitors of E. coli AmpC beta-lactamase with detergent. P00811. AmpC hydrolysis of nitrocefin, absorbance 480 nm, 0.01% Triton. Potency, µM (highest dose often 114 µM), inactives show top-dose activity change, negative = inhibition, usual class: inhibitors. actives 0.041% (n = 370,000);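 also: potency is read from the fitted curve at half-maximal effect; 0% = no-compound wells and -100% = no-enzyme wells; nearly all actives have a fitted effect of over 25% in size; some results filed as inactive show a strong effect at the top dose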
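AmpC (5.3 nM in the dispensed reagent) in 20 mM phosphate pH 7.0 with 0.01% (detergent screen) or 0.0001% Triton X-100 was preincubated with compounds for 15 min at room temperature. Nitrocefin was then added from an 800 uM solution, and hydrolysis was followed at 480 nm.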
Shiga toxin inh = blocks Shiga toxin action in Vero cells. Vero cells, Shiga toxin protein synthesis inhibition reporter. inhibition, % at 38.7 µM. actives 9.2% (n = 290,000). AID 2315; in the data active = inhibition mostly above about 28%, no sharp cut-off; inactive = mostly below about 43%; also: 0% is about no effect
An asterisk follows results filed as active; ? = inconclusive; . = no result given; & = joins results of further samples; [ ] = dose if it differs, or a comment. Unless noted, calls follow the shape of the dose curve; as a rule, active = well fitted curve in the direction sought with a large enough effect; inconclusive = small, poorly fitted or top-dose-only effect, or another doubt; inactive = no such curve, though single readings can be large; an effect the other way counts as inactive or inconclusive.

(1) Cc1cccc(/C=N/NC(=O)c2ccncc2)n1
(2) CC(=O)CSc1ncnc2sc3c(c12)CCC3
(3) Cc1ccc(S(=O)(=O)N(C)C)cc1NC(=O)CSc1ncc(C(F)(F)F)cc1Cl
(4) CCC1C2Cn3c(nc4ccccc43)C1N(C)O2 (stereo unspecified)
(5) CCc1ccc(NC(=O)c2cc(S(=O)(=O)N3CCCC3)c[nH]2)cc1
(6) Cc1ccc(NC(=O)c2cccc(S(=O)(=O)N3CCN(c4ccccc4)CC3)c2)nc1

entry no. | 1 | 2 | 3 | 4 | 5 | 6
CHX counter | 1 | 5 | -5 | -6 | -2 | .
HCMV antiviral | 6 | -26 | -16 | 5 | . | -85*
Giardia FBPA inh | ? | -8% | 5% | -1% | -14% | .
AmpC inh no detg | -15% | -4% | -1% | -12% | -43% | -12%
AMA1 RON2 block | 82%[activator] | 2% | -2% | -4% | -2% | -17%
AmpC detergent | 2% | 3% | -11% | -4% | ? | -11%
Shiga toxin inh | -14 | 33 | 11 | 3 | 3 | .

Molecules above with a carbonyl joined to an NH by a bond outside any ring:
(1) Cc1cccc(/C=N/NC(=O)c2ccncc2)n1
(3) Cc1ccc(S(=O)(=O)N(C)C)cc1NC(=O)CSc1ncc(C(F)(F)F)cc1Cl
(5) CCc1ccc(NC(=O)c2cc(S(=O)(=O)N3CCCC3)c[nH]2)cc1
(6) Cc1ccc(NC(=O)c2cccc(S(=O)(=O)N3CCN(c4ccccc4)CC3)c2)nc1

entry no. | 1 | 3 | 5 | 6
CHX counter | 1 | -5 | -2 | .
HCMV antiviral | 6 | -16 | . | -85*
Giardia FBPA inh | ? | 5% | -14% | .
AmpC inh no detg | -15% | -1% | -43% | -12%
AMA1 RON2 block | 82%[activator] | -2% | -2% | -17%
AmpC detergent | 2% | -11% | ? | -11%
Shiga toxin inh | -14 | 11 | 3 | .

Continued:
(7) Cc1cc(C)c(S(=O)(=O)Cc2ccccc2)c(OC(C)C)n1
(8) COC(=O)C1=C(C)N(c2ccc(OC)cc2)C(=O)/C1=C\c1cccs1
(9) CC(C)(C)NC(=O)NC(=O)COC(=O)c1cccc(OC(F)F)c1
(10) O=[N+]([O-])c1ccc2ccn(C3OCC(O)C(O)C3O)c2c1 (stereo unspecified)
(11) COc1ccc(S(=O)(=O)n2nc(OCc3cccs3)cc2N)cc1
(12) COc1ccc(NC(=O)CC(C)C)c([N+](=O)[O-])c1

entry no. | 7 | 8 | 9 | 10 | 11 | 12
CHX counter | -2 | -3 | -1 | -2 | -1 | -2
HCMV antiviral | 20 | 45 | -35 | 0 | -12 | 22
Giardia FBPA inh | 5% | -1% | -17% | 4% | 5% | 4%
AmpC inh no detg | 3% | -9% | 100%[activator] | -21% | -11% | -34%
AMA1 RON2 block | 0% | -12% | -4% | 13% | -5% | -6%
AmpC detergent | 6% | ? | 1% | 0% | 7% | -2%
Shiga toxin inh | -3 | 16 | -8 | -7 | -18 | 10

(13) O=C(NCCCN1CCOCC1)c1nn(-c2ccccc2)c(=O)c2ccccc12
(14) Cc1ccc(N2C(=O)c3sc4nnc(C)c(=O)n4c3C2=O)cc1
(15) O=C(Nc1ccc(Cl)cc1)c1cccnc1N1CCCCC1
(16) N=C(N)c1ccccc1
(17) Oc1ccccc1-n1nc2ccc3nonc3c2n1
(18) CC(=O)N1C(C)(C)CC(=NOC(=O)c2ccc(C)cc2)CC1(C)C

entry no. | 13 | 14 | 15 | 16 | 17 | 18
CHX counter | . | -1 | -3 | 7 | -2 | 4
HCMV antiviral | -21 | 16 | -15 | 132&-2 | 21 | 50
Giardia FBPA inh | . | 0% | -1% | 2%&1% | 3% | 3%
AmpC inh no detg | -19% | -9% | 12% | -9% | -20% | 59%
AMA1 RON2 block | 11% | -8% | 19% | 19%&-6% | 17% | 10%
AmpC detergent | -3% | 3% | 0% | 5% | 2% | 2%
Shiga toxin inh | . | 1 | -11 | -4 | 24 | 3

Results in sequence from the entries so far.
AmpC inh no detg for entries 13 to 18, in order: -19%, -9%, 12%, -9%, -20%, 59%
Giardia FBPA inh for entries 13 to 18, in order: ., 0%, -1%, 2%&1%, 3%, 3%
AmpC detergent for entries 13 to 18, in order: -3%, 3%, 0%, 5%, 2%, 2%

(next part)
(19) COc1ccc(C(=O)Nc2cccnc2Cl)cc1OC
(20) COc1ccc(-c2nc(CN3CCC(C(=O)NC4CCN(Cc5ccccc5)CC4)CC3)c(C)o2)cc1OC
(21) O=C(Nc1ccc(S(=O)(=O)NC2=NCCCCC2)cc1)c1cc(S(=O)(=O)N2CCOCC2)ccc1F
(22) CCCCN(C(=O)C1CC(=O)N(Cc2ccc(C)cc2)C1)c1c(N)n(CCCC)c(=O)[nH]c1=O (stereo unspecified)
(23) Cc1cc([N+](=O)[O-])ccc1NC(=O)c1ccco1
(24) CC(C)(CSc1ncccn1)NS(=O)(=O)c1ccccc1

entry no. | 19 | 20 | 21 | 22 | 23 | 24
CHX counter | -3 | 0 | -3 | . | -1 | -3
HCMV antiviral | -87* | -35 | 24 | -38 | -30 | 6
Giardia FBPA inh | 4% | 7% | 4% | . | 5% | 3%
AmpC inh no detg | -9% | 137%[activator] | 9% | -16% | 17% | -21%
AMA1 RON2 block | 7% | -1% | 12% | -5% | 0% | -6%
AmpC detergent | ? | -10% | 6% | 0% | -1% | 2%
Shiga toxin inh | 10 | -8 | -13 | . | -3 | -12

(25) Cc1ccc2nc(C)cc(N/N=C/c3ccc(F)cc3)c2c1
(26) Cc1nn(-c2ccccc2)c(Cl)c1C(=O)Nc1c(C)n(C)n(-c2ccccc2)c1=O
(27) O=C(c1ccc(Cl)cc1Cl)N1CCSCC1
(28) CCc1cc(C=C(Cl)Cl)oc(=O)c1C
(29) Cc1ccc(N)c(C(=O)c2ccc(Br)cc2)c1
(30) COc1cccc(C(=O)C(C#N)=C(SC)SC)c1

entry no. | 25 | 26 | 27 | 28 | 29 | 30
CHX counter | -2 | 3 | -1 | -1 | 25 | 8
HCMV antiviral | 18 | 12 | 40 | 8 | -11 | 116
Giardia FBPA inh | 11% | 1% | 5% | 5% | -17% | 0%
AmpC inh no detg | 11% | 1% | -16% | -13% | -3% | -21%
AMA1 RON2 block | -8% | -4% | 3% | -6% | 16µM* | -2%
AmpC detergent | 0% | -11% | -11% | -15% | 3% | 7%
Shiga toxin inh | -9 | -11 | 21 | -9 | 30 | 16

(31) CC(C)OC(=O)C1C2C=CC3(CN(Cc4cccs4)C(=O)C13)O2 (stereo unspecified)
(32) COc1cc(OC)c(OC)cc1CN1CCC(O)CC1
(33) CC(=O)c1sc(NC(=O)CS(=O)(=O)c2ccc(F)cc2)nc1C
(34) C#CCOC(=O)c1ccccc1C(=O)O
(35) O=C(Nc1ccccn1)c1ccc(Cl)c(S(=O)(=O)N2CCCCCC2)c1
(36) COc1ccc(S(=O)(=O)N2CCCOC2CNC(=O)C(=O)NCc2ccco2)cc1 (stereo unspecified)

entry no. | 31 | 32 | 33 | 34 | 35 | 36
CHX counter | -3 | -1 | . | -2 | . | -3
HCMV antiviral | -4 | -18 | -4 | 12 | 3 | -22
Giardia FBPA inh | 1% | -28% | . | 3% | . | 3%
AmpC inh no detg | -23% | -13% | -28% | -12% | -14% | 7%
AMA1 RON2 block | 10% | ? | 2% | 25% | -6% | 7%
AmpC detergent | -12% | -7% | -14% | 5% | ? | -6%
Shiga toxin inh | -8 | 15 | . | 4 | . | -2

(37) COc1ccc(-n2nc(C(=O)NCC(=O)NC(C)C)c3ccccc3c2=O)cc1OC
(38) Cc1ccc2cc(CCNC(=O)c3cccc([N+](=O)[O-])c3)c(=O)[nH]c2c1C
(39) CCc1cc(C(=O)NCC2CCCO2)sc1C (stereo unspecified)
(40) CC(C)CC1C(C#N)=C(N)Oc2n[nH]c(-c3cccs3)c21 (stereo unspecified)
(41) COc1cc(NC(=S)Nc2ncccc2C)cc(OC)c1OC
(42) CCCC(c1c(C)n(C)n(-c2ccccc2)c1=O)c1c(C)n(C)n(-c2ccccc2)c1=O

entry no. | 37 | 38 | 39 | 40 | 41 | 42
CHX counter | -3 | -2 | 31* | -5 | 20* | -3
HCMV antiviral | 48 | -38 | 46 | 3 | 23 | -15
Giardia FBPA inh | 8% | 18% | . | -23% | ? | 5%
AmpC inh no detg | 0% | -10% | 29% | -23% | -3% | 5%
AMA1 RON2 block | 2% | 1% | -12% | 7% | 69%[activator] | -6%
AmpC detergent | -3% | ? | 0% | ? | 1% | ?
Shiga toxin inh | 3 | -9 | 43* | -26 | 41 | -3

(43) COc1ccc(C(=O)N2CCN(C(=O)C3COc4ccccc4O3)CC2)cc1OC (stereo unspecified)
(44) Clc1ccc(CSc2nnc3c(n2)[nH]c2ccccc23)cc1
(45) CN(CC(=O)Nc1ccccc1Cl)C(=O)COC(=O)CN1C(=O)NC2(CCCC2)C1=O
(46) Cn1c(O)c(C=NC2CCN(Cc3ccccc3)CC2)c(=O)n(C)c1=O
(47) ClCCN1CCN(c2ccnc3cc(Cl)ccc23)CC1
(48) CC(=O)N1CCN(CCN=CC2=C(O)CC(c3cccs3)CC2=O)CC1 (stereo unspecified)

entry no. | 43 | 44 | 45 | 46 | 47 | 48
CHX counter | 11 | 4 | -1 | -4 | -2 | 19
HCMV antiviral | -26 | -5 | 79 | ? | -40 | ?
Giardia FBPA inh | . | 4% | . | 14% | ? | -1%
AmpC inh no detg | 33% | -52% | -1% | -17% | 3% | -21%
AMA1 RON2 block | -2% | -3% | -14% | -5% | -29% | 8%
AmpC detergent | -14% | 11% | 2% | 1% | -15% | -7%
Shiga toxin inh | -10 | -4 | 7 | 12 | -1 | -2

(49) COc1ccc(NC(=O)c2cc3cc(C)ccc3n2C)c(OC)c1
(50) Cc1ccc(-c2nnc(-c3cccnc3)o2)cc1
(51) O=C(Nc1cccc(F)c1)c1ccc(Cn2cc([N+](=O)[O-])cn2)o1
(52) Cc1ccc(C(=O)C2=C(O)C(=O)N(CCCN(C)C)C23C(=O)N(C)c2ccccc23)o1 (stereo unspecified)
(53) Cc1ccc(NC(=S)N/N=C/c2cccn2Cc2ccccc2F)cc1
(54) Cc1cccc(NC(=O)CSc2nc3c(c(=O)[nH]2)CCC3)c1C

entry no. | 49 | 50 | 51 | 52 | 53 | 54
CHX counter | 2 | 36* | 3 | -1 | 1 | -4
HCMV antiviral | 8 | 102 | ? | -13 | 11 | 1
Giardia FBPA inh | -16% | 8% | 8% | -8% | 7% | 0%
AmpC inh no detg | -7% | -23% | -34% | -8% | -51% | -19%
AMA1 RON2 block | 2% | 10% | -1% | -6% | 54%[activator] | -3%
AmpC detergent | -6% | -1% | -9% | -10% | 10% | -4%
Shiga toxin inh | -4 | 81* | 31 | -8 | -3 | -6

The order is random; 16% or so of the library scored in one or more.
